NOD2 inhibition – NOD2 signaling inhibitors, cell-based, luminescence, uHTS, HEK293 (AID 1566). HEK293 NOD2/NF-kB luciferase reporter, luminescence; higher % means a stronger effect. inhibition, % at 4 µM, or EC50 in µM where a hit was titrated. 290,000 tested, 0.63% active; in the data active means inhibition above about 50%; further: many of its hits are not listed in these tables
bCat nuc transl – alters nuclear translocation of beta-catenin in HeLa cells; immunofluorescence imaging; nuclear translocation activity, % at 5 µM; 190,000 tested, 0.3% active;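 active means nuclear translocation activity above 50% at 5 µM, with a well cell count of 50 or more; inconclusive means wells under 50 cells across six images, flagged as toxic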;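 further: per-cell ratio of nuclear to cytoplasmic median beta-catenin stain intensity; plate controls were DMSO negative control for no effect and GSK-3 inhibitor IX positive control for full effect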
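Assay system: human HeLa cells, native beta-catenin; doses: 5 µM primary, 0.02–20 µM confirmation; incubation: compound treatment 24 h, 37°C, 5% CO2; technique: fluorescence imaging of beta-catenin antibody stain plus DAPI; measure: % activation, nuclear-to-cytoplasmic median beta-catenin signal ratio per cell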
Yfh1-depleted yeast – mitochondrial function rescue without frataxin homolog – Friedreich's ataxia, plus single-dose screen, dose response (AID 1465); S. cerevisiae Yfh1-off respiration, WST-1 reduction, 72 h; higher fold induction means a stronger effect; fold induction at 50 µM, or EC50 in µM where a hit was titrated; 220,000 tested, 0.074% active;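 active means fold induction of absorbance versus untreated yeast above a set limit, then at least 30% activation at any dose in follow-up; inconclusive means repeats straddling the limit, or above it without dose testing; inactive means fold induction below the set limit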;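 further: activators that raise dye reduction in frataxin-depleted yeast; strong numbers were not always called active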
Autophagy mod – autophagy modulation, high-content screen; MEF GFP-LC3 puncta imaging; test concentration mostly 10 µM; calls only at 10 µM (by protocol); 190,000 tested, 0.98% active; AID 463193;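 active means percentage of spot-positive cells more than 3 SD above its plate mean, without a fluorescence outlier flag or 80% toxicity; inconclusive means no clear call, values can overlap the other calls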;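 further: spot-positive cell cutoff set from DMSO-treated cells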
Dynein transport – dynein cargo transport inhibition. 3617.4 mouse cells, GR-EGFP nuclear translocation imaging; test concentration mostly 20 µM; stimulated with dexamethasone, 1 µM; hits give low values. z-score, hits read low. 220,000 tested, 0.47% active. AID 1381;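 active means plate z-score of nuclear minus cytoplasmic receptor signal below a set negative limit, without overly bright fluorescence or cell loss, cut at about -3.5 in these data, passing the limit was not always enough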;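 further: z-score of nuclear minus cytoplasmic ring GR-EGFP intensity difference per well; some compounds called inactive have numbers as strong as hits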
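Buffer or medium: tet-free medium with charcoal-stripped serum / Also added: dexamethasone agonist, 1.0 µM final, for 30 min / Timing: induction 48 h, compound 1 h, agonist 30 min / Measured by: high-content fluorescence imaging after fixation / Read-out: nuclear-to-cytoplasmic GR-EGFP distribution per well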
MT stabilize HCS – microtubule stabilization, imaging screen | HeLa tubulin immunostaining HCS, 24 h; share of cells brighter than vehicle mean+2SD | % tubulin-high responders, % at 10 µM | 200,000 tested, 0.83% active;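 active means plate Z-score above 3 for both tubulin-high and condensed-nucleus cell shares, with cell loss under 80%, at 10 µM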;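 further: anti alpha tubulin signal scored within the nucleus-defined area of each cell; some results filed as inactive read as strong as hits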
Hep lipid drop – modulators of hepatic lipid droplet formation | 240,000 tested, 0.4% active | inhibition, % at 6.5 µM | AID 1656 | AML12 mouse hepatocytes, oleate lipid droplets, BODIPY imaging;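 active means lipid droplet intensity inhibited by at least 50%, with more than 500 cells counted; inconclusive means wells with under 300 cells, treated as cytotoxic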
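System: AML12 hepatocytes (mouse). Probe or stimulus: oleic acid at 100 µM to induce lipid droplet formation. Times: overnight treatment with compound plus oleate. Detection: Image-based BODIPY and DAPI two-channel analysis. Evaluation: percent inhibition of filter-corrected integrated lipid droplet intensity per well.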
Ins promoter up – MIN6 insulin promoter up-regulation | MIN6 insulin promoter-GFP reporter, high-content imaging; hits give high values | z-score at 5 µM | 190,000 tested, 0.3% active;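 active means z-score above 3 at 5 µM with at least 500 cells counted in the well; inconclusive means wells under 500 cells, flagged as cytotoxic or low count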
WT yeast gro inh – growth inhibition of WT yeast, mitochondrial fusion screen | inhibition, % at 10 µM | 190,000 tested, 2.1% active | mitochondrial fusion phenotypic screen, WT strain; in the data active means inhibition above about 58%; tested in S. cerevisiae
WT yeast gro inh mutant strain – also measured in WT yeast gro inh; calls as there; inhibition, %; mitochondrial fusion phenotypic screen, mutant strain inhibition
Dynein transport cytoplasmic EGFP – second read-out of Dynein transport, no call of its own (marks repeat the call); z-score; measured here: cytoplasmic GR-EGFP intensity; hits give high values
Dynein transport nuclear GR-EGFP – also measured in Dynein transport; calls as there; z-score; measured here: nuclear GR-EGFP intensity;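 lower value marks the stronger effect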
Dynein transport cell count – second read-out of Dynein transport, no call of its own (marks repeat the call); z-score; measured here: cell count per field
Ins promoter up cell count – recorded beside Ins promoter up, whose call it bears; cell count; measured here: cytotoxicity, nuclei count;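 total cells summed across four imaged fields per well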
Hep lipid drop cells 6.5 µM – recorded beside Hep lipid drop, whose call it bears; cell count; measured here: cell count, cytotoxicity flag;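 cells counted across two imaged fields per well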
bCat nuc transl cell count 5 µM – further read-out of bCat nuc transl, marked with its call; cell count; measured here: cell count, cytotoxicity flag
MT stabilize HCS Hoechst-high % – recorded beside MT stabilize HCS, whose call it bears; % Hoechst-high responders; measured here: nuclear condensation Hoechst responders;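 share of cells brighter than vehicle mean plus two SD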
MT stabilize HCS cytotoxicity % – also measured in MT stabilize HCS; calls as there; toxicity, %; measured here: cytotoxicity by cell density;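 0% = mean cell density of plate MIN control wells and 100% = no cells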
Autophagy mod cell loss 18 h – also measured in Autophagy mod; calls as there; toxicity, %; measured here: cell loss, nuclei count;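 cell loss after 18 h compound exposure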
Numbers without * were called inactive; i = inactive; ? = inconclusive; . = no result given.

SMILES	NOD2 inhibition	bCat nuc transl	bCat nuc transl cell count 5 µM	Yfh1-depleted yeast	Autophagy mod	Autophagy mod cell loss 18 h	Dynein transport	Dynein transport cytoplasmic EGFP	Dynein transport nuclear GR-EGFP	Dynein transport cell count	MT stabilize HCS	MT stabilize HCS Hoechst-high %	MT stabilize HCS cytotoxicity %	Hep lipid drop	Hep lipid drop cells 6.5 µM	Ins promoter up	Ins promoter up cell count	WT yeast gro inh	WT yeast gro inh mutant strain
O=C(CSc1nnnn1-c1ccccc1)N1CCCc2ccccc21	15.8%	.	.	i	i	4.5	0.292	-0.119	-0.148	0.0755	1.3	1.3	21.2	2.5	766	-0.29	901	3.7	14.9
O=C(Nc1ccccc1)c1c2c(nc3ccccc13)CCCC2	-15.5%	-0.1	1315	i	.	.	1.19	-0.23	0.43	-0.804	.	.	.	-2.1	662	0.75	1488	.	.
CCCc1nc(SCC(=O)c2ccccc2)c2c(=O)n(C)c(=O)n(C)c2n1	20.8%	3.8	1089	i	i	2.4	-0.761	-0.238	-0.253	0.814	2.4	3.9	7.6	-1.1	682	-0.78	1731	15.5	17.3
O=C(O)C1CCCN1S(=O)(=O)c1ccc2[nH]c(=O)c(=O)[nH]c2c1 (stereo not drawn)	9.7%	.	.	i	i	-0.6	-0.482	0.728	0.192	-0.295	2.2	2.2	5.0	26.3	746	.	.	-1.7	4.7
Cc1cccc(NS(=O)(=O)c2cc(OCC(N)=O)c(C)cc2Cl)c1	25.0%	2.3	566	i	i	30.2	-0.372	-0.156	0.219	-1.33	2.7	1.8	4.5	-8.4	692	.	.	5.9	7.8
CSCCC(NC(=O)c1ccc(Cl)cc1Cl)C(=O)OCC(N)=O (stereo not drawn)	2.6%	-0.5	1199	i	.	.	0.427	-0.652	0.443	-0.29	.	.	.	17.9	684	-0.08	1104	.	.
CC(=O)c1c(C)[nH]c(C(=O)OCC(=O)N2c3ccccc3NC(=O)C2(C)C)c1C	4.3%	-3.1	1086	i	i	0.1	-0.51	-0.229	0.301	0.116	1.8	2.8	5.8	18.6	681	-0.33	1249	-7.2	-10.7
CCC(C)(C(=O)NC1CCCC1)N(C)C(=O)c1ccccn1 (stereo not drawn)	1.0%	-1.0	1071	i	i	37.1	-0.558	-0.286	-0.298	1.24	1.3	1.7	0.6	7.1	716	0.31	1271	-11.9	-6.9
CCCc1cc(=O)[nH]c(SCc2ccc(F)cc2)n1	11.1%	-0.5	1320	i	.	.	-1.18	0.0254	-0.497	0.838	.	.	.	0.6	794	0.74	1079	.	.
NC(=O)C1CCN(C(=O)c2cc3ccccn3n2)CC1	-6.0%	-2.2	1195	i	i	-37.1	-0.599	-0.0297	-0.296	0.0466	4.9	2.0	3.1	.	.	-0.46	945	16.9	8.2
CC(=O)c1c(N2CCN(Cc3ccccc3)CC2)nc(=S)n(-c2ccccc2)c1C	-5.1%	-3.9	1115	i	i	15.5	1.71	-0.125	0.98	-0.886	3.2	1.0	2.9	0.2	703	-0.02	1126	17.3	-3.6
Cc1sc(NC(=O)c2ccco2)c(C(Nc2ccccn2)c2ccccc2)c1C (stereo not drawn)	11.2%	-2.0	1122	i	i	6.4	0.558	-0.245	0.17	-1.07	6.6	1.6	11.3	?	.	-0.88	1540	54.3	14.0
Cc1cc(=O)[nH]c2n[nH]c(-c3ccccc3)c12	3.1%	-1.4	1155	i	i	-9.6	-0.192	-0.212	0.0711	-0.0648	2.5	1.5	6.6	.	.	0.76	1171	23.6	-0.2
Cc1ccc(C(=O)CC(=O)c2cc(Cl)ccc2O)cc1	-17.3%	-0.1	1210	i	i	1.0	-0.0127	-0.226	0.125	0.275	1.7	0.8	4.7	5.8	756	.	.	62.0*	60.7*
O=C(O)c1cccc(NC(=S)NCc2ccccc2)c1	0.4%	-1.6	1092	i	i	26.1	0.512	-0.208	0.299	-0.329	1.3	0.8	3.3	-5.4	689	-0.29	1498	20.5	0.0
COC(=O)CC1SC(=O)NC1=O (stereo not drawn)	4.8%	.	.	i	i	-2.0	1.08	-0.255	0.754	-1.03	1.2	1.3	8.9	1.8	785	1.11	974	6.3	14.0
c1ccc(-c2ccc(C3=Nn4c(Cn5nnc6ccccc65)nnc4SC3)cc2)cc1	10.6%	-0.9	1367	i	i	-11.4	0.876	-0.249	1.09	0.0391	1.6	1.4	7.1	.	.	-0.12	1583	28.6	9.0
O=C(Cn1c(=O)oc2ccccc21)N1CCOCC1	4.1%	-0.8	1395	i	i	12.3	-0.101	-0.183	0.289	0.515	3.1	1.9	3.5	-0.4	675	0.35	1456	7.2	15.3
O=C(/C=C/c1ccc(F)cc1)NC(=S)N1CCN(c2ccccn2)CC1	-24.9%	-0.6	1278	i	.	.	0.142	-0.228	0.205	-0.203	.	.	.	1.6	697	-0.26	1403	.	.
Cc1cc(N2CCOCC2)n2nc(C)c(-c3ccccc3)c2n1	-6.7%	-1.6	987	i	i	2.2	-0.0617	-0.292	-0.113	0.435	5.1	1.6	0.9	.	.	0.9	1412	4.0	6.9
CSc1ccc(C(=O)C2CCCN(C(=O)c3cc4cc(F)ccc4[nH]3)C2)cc1 (stereo not drawn)	0.4%	-1.3	1074	i	i	5.9	-1.06	-0.214	-0.658	0.557	1.2	1.4	1.0	16.3	738	-0.1	1436	41.6	14.5
COc1cc(C)c(Cc2cnc(N)nc2N)cc1OC	-3.1%	-1.3	1119	i	.	.	.	.	.	.	.	.	.	-23.5	671	0.71	1370	-6.6	11.1
Cc1ccc(NC(=O)CCC(=O)NNC(=O)/C=C/C(=O)O)c(C)c1	17.6%	1.3	904	i	i	-1.1	0.285	-0.232	0.187	-0.0992	1.8	2.9	10.0	-4.0	681	.	.	4.1	-3.6
Cc1ccccc1-n1c(SCC(=O)N2CCN(c3ccccc3)CC2)nnc1-c1ccncc1	-11.6%	-0.9	955	i	i	-6.6	-0.556	-0.14	0.00435	0.325	10.5	2.8	4.9	.	.	-1.67	1011	19.8	22.5
COc1ccccc1NC(=S)NNC(=O)c1ccccc1Br	-53.3%	-2.7	510	i	i	-1.4	-0.789	1.09	-0.301	0.0369	3.4	2.2	8.3	2.5	580	0.13	1344	-7.6	7.5
O=C(CCc1ccc(S(=O)(=O)N2CCOCC2)cc1)Nc1nccs1	-12.1%	-2.5	1024	i	i	-25.3	-0.566	-0.187	0.544	0.502	2.8	2.3	5.2	.	.	-1.06	1473	0.4	-3.3
O=C(CCc1nc(-c2ccccc2F)no1)NCc1ccco1	-8.0%	.	.	i	i	6.2	-0.16	-0.0879	0.481	1.49	2.3	1.7	19.4	-2.9	726	.	.	14.1	16.7
CCNC(=S)N(Cc1ccc(OC)cc1)C1CC(=O)N(c2ccc(OCC)cc2)C1=O (stereo not drawn)	-5.2%	-0.4	1080	i	i	4.3	0.707	-0.227	0.118	-0.361	3.2	2.5	6.1	-51.1	731	0.09	1916	14.9	-9.5
Cc1ccnc(N2C(=O)c3ccccc3C2Nc2ccccc2Cl)c1 (stereo not drawn)	9.3%	-2.6	1198	i	i	-10.9	1.21	-0.208	0.981	0.395	3.5	3.3	9.7	-1.1	726	0.02	1168	23.7	6.5
CCNC(=S)N1CCCC(c2nc3ccc(C)cc3[nH]2)C1 (stereo not drawn)	8.5%	2.8	958	i	i	4.4	-1.26	-0.217	-0.41	1.21	1.0	1.2	4.6	-0.5	722	-0.56	1744	1.6	0.7
Cc1cc(C[n+]2cc(Br)ccc2N)c2ncccc2c1	-12.7%	-0.5	1378	i	.	.	-1	-0.826	-0.842	0.998	.	.	.	-13.5	548	-0.4	808	.	.
CCOC(=O)N1CCc2c(sc3nc[nH]c(=O)c23)C1	0.6%	2.1	1167	i	.	.	0.595	-0.212	0.225	-0.0774	.	.	.	-9.7	697	0.08	1113	.	.
COc1ccc(NS(=O)(=O)c2cccc(C(=O)N/N=C/c3ccc(O)cc3)c2)cc1	16.5%	-0.2	971	i	i	1.7	0.401	-0.344	0.36	-0.186	3.6	2.3	2.8	8.7	683	.	.	1.6	33.0
O=C(O)CCC(=O)/C=C/c1ccccc1	16.5%	-0.8	1026	?	i	17.7	0.288	-0.148	0.45	-1.02	2.6	1.6	0.3	2.6	730	-1.12	1484	10.3	5.4
CCOC(=O)c1c(C)[nH]c(C(=O)COC(=O)C(C)Oc2ccc(Cl)cc2Cl)c1C (stereo not drawn)	12.4%	3.6	895	i	i	0.9	-0.936	-0.25	-0.741	0.467	1.8	1.7	10.0	-9.5	535	-1.19	1401	-0.2	-17.1
CCOC(=O)c1c2n(c3ccc(O)cc13)CCC2	0.2%	-2.3	1155	i	i	5.1	0.508	-0.294	0.382	0.779	2.3	2.3	5.8	1.5	772	-0.19	1200	-22.6	-3.6
COC(=O)c1cccc(Oc2cccc(C(F)(F)F)c2)n1	4.3%	3.7	1006	i	i	-6.6	0.252	-0.305	0.424	-0.296	4.5	2.5	7.2	-0.9	724	0.67	1234	-9.0	-2.5

Only part of the results is shown; the hit share may differ from the screen's.
